High-throughput results as filed in PubChem.
Vif-A3G inh: Vif-A3G binding inhibition; Q9HC16; HeLa A3G-eYFP + Vif (tagged APOBEC3G with the HIV-1 protein that degrades it), YFP fluorescence, overnight; Potency, µM (doses to about 46.1 µM), inactives show top-dose activity, negative = active, hits mostly inhibitors; hit rate 0.076% among 410,000; AID 602310;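 note: potency is the fitted concentration of half-maximal effect; % is set by controls: 0 for no effect and ±100 for the full control effect; nearly all actives have a fitted effect of over 60% in size; hits raise eYFP signal because A3G escapes Vif-driven loss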
Target sequence (Q9HC16 whole entry, looked up): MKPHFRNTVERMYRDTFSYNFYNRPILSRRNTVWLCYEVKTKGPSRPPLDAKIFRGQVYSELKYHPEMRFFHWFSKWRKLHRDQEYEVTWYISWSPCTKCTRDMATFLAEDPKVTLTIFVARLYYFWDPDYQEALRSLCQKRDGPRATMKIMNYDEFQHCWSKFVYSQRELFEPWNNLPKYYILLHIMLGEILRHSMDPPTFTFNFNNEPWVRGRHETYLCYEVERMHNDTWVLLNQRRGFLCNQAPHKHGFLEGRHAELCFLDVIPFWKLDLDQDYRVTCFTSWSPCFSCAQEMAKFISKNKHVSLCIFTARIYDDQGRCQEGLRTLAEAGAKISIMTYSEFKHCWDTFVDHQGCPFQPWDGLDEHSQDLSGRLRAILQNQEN
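HeLa cells stably expressing Vif and C-terminally eYFP-tagged A3G, seeded overnight at 37 deg C, then exposed to compound by pintool overnight at 37 deg C. Rise in yellow fluorescence (Ex 488/Em 500-530, Acumen) marks blocked Vif-driven A3G degradation.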
RXFP1 antagonist: RXFP1 (human) relaxin receptor antagonism. HEK293-RXFP1, relaxin-stimulated cAMP HTRF, 30 min; stronger effect = lower value. activity change, negative = inhibition, % at 57.5 µM. hit rate 0.59% among 350,000;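 active = activity change of -60% or lower, but not beyond a set lower limit; inconclusive = change between -60% and -40%, or beyond the set limit; inactive = change above -40%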; note: % is set by controls: 0 for no effect and ±100 for the full control effect
RXFP1 agonist: agonists of human relaxin receptor RXFP1; HEK293T-RXFP1 cAMP TR-FRET, 30 min; response scale: percent of porcine relaxin response, buffer zero; AID 2676; hit rate 0.3% among 370,000; Potency, µM (doses to about 57.5 µM), for the others: at the highest dose activation, hits mostly activators; note: potency is the fitted concentration of half-maximal effect; % is set by controls: 0 for no effect and ±100 for the full control effect; nearly all actives have a fitted effect of over 60% in size; many of its hits are not listed in these tables
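HEK293T cells stably expressing RXFP1 were pretreated with the PDE4 inhibitor Ro 20174, exposed to compounds for 30 min at 37C, lysed, and cAMP was read by TR-FRET. Data normalized to buffer (basal) and 29 nM porcine relaxin (100%).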
D1 PAM: human D1 dopamine receptor positive modulation | potentiation, % at 10 µM | hit rate 0.036% among 360,000 | P21728 | HEK293 TREx D1 cells, calcium flux, dopamine EC20 potentiation; in the data active = potentiation above about 30%; note: 0% is about no effect
Glioma ERSR ind: ER stress response induction in glioma; U87-MG GRP78 promoter luciferase reporter, 16 h; Potency, µM, without a hit: at the highest dose activation, most hits filed as activators; hit rate 0.02% among 420,000; note: potency is the fitted concentration of half-maximal effect; series mostly up to about 76 µM; % of control where 0% means no effect; nearly all actives have a fitted effect of over 35% in size
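Stably transfected U87-MG human glioma cells carrying a GRP78-based luminescent sensor were seeded at 1000 cells/well, pin-dosed with compounds and incubated 16 h. Luciferase reagent was then added, and end-point luminescence was read after 10 min at room temperature.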
D2 PAM: D2 dopamine receptor (human) potentiation | P14416 | HEK293 T-REx D2, calcium flux, EC20 dopamine potentiation | potentiation, % at 10 µM | hit rate 0.34% among 340,000;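 active = potentiation over 3 SD above the plate norm, cut at about 30% in these data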; note: 0% is about no effect
Target sequence (P14416 whole entry, looked up): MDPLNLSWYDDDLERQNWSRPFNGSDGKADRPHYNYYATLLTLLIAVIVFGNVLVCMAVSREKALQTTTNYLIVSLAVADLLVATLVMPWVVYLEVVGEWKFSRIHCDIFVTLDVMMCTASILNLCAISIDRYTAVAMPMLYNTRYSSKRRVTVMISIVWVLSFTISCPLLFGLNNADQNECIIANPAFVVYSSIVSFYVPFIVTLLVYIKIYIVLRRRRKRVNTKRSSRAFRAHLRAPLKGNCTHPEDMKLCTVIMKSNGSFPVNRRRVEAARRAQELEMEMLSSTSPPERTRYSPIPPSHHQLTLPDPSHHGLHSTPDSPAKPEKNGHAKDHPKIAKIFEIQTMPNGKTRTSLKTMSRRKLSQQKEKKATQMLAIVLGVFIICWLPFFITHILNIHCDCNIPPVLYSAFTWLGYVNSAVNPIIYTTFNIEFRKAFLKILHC
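Potentiation of an EC20 dopamine calcium response is measured in a force-coupled, tetracycline-inducible Hek293 Trex D2 line. Compound-only kinetic reads over 180 s flag agonists before dopamine addition.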
Vif-A3F inh: blocks the Vif interaction with APOBEC3F; hit rate 0.2% among 390,000; HeLa A3F-eYFP + Vif (tagged APOBEC3F with the HIV-1 protein that degrades it), YFP fluorescence increase; Potency, µM (doses to about 46.1 µM), without a hit: top-dose activity, negative = active; note: potency is the fitted concentration of half-maximal effect; % of control where 0% means no effect; nearly all actives have a fitted effect of over 65% in size
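Fluorescence increase (Ex 488/Em 500-530) after overnight compound treatment at 37 deg C flags inhibition of Vif-driven A3F-eYFP loss in stable HeLa A3F-eYFP/Vif cells seeded overnight beforehand.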
D1 agonist: agonists of human D1 dopamine receptor; P21728; HEK293 T-REx D1 cells, calcium flux, agonist mode; activation, % at 2 µM; hit rate 1% among 360,000; AID 504660; in the data active = activation above about 30%; note: 0% is about no effect
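Tetracycline-induced HEK293 TREx D1 cells, force-coupled to calcium signalling, were dye-loaded with a no-wash calcium kit. Compound was pin-added after a 10 s baseline. Fluorescence was read kinetically at 1 cycle/s for 180 s, with calcium rises flagged as agonism.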
D1 antagonist: human D1 dopamine receptor antagonism; P21728; HEK293 TREx D1 cells, calcium flux, dopamine EC80; stronger effect = lower value; activity change, negative = inhibition, % at 10 µM; hit rate 3.2% among 360,000; in the data active = activity change below about -30%; note: % is set by controls: 0 for no effect and ±100 for the full control effect
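Tetracycline-induced HEK293 Trex D1 cells, force-coupled to calcium, dye-loaded; compounds added and read 180 s, then EC80 dopamine added and calcium flux tracked kinetically another 180 s.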
* marks the source's active call; other numbers are inactive results; ? = inconclusive; / = no result given. Unless noted, calls come from the whole dose curve; as a rule, active = well fitted curve in the direction sought with a large enough effect; inconclusive = small, poorly fitted or top-dose-only effect, or another doubt; inactive = no such curve, though single readings can be large; an effect the other way counts as inactive or inconclusive. The list is partial, so the mix of outcomes need not match the whole.

SMILES	Vif-A3G inh	RXFP1 antagonist	RXFP1 agonist	D1 PAM	Glioma ERSR ind	D2 PAM	Vif-A3F inh	D1 agonist	D1 antagonist
COc1cc(NC(=O)c2cccs2)c(OC)cc1NC(=O)CCC(=O)Nc1ccc2ncccc2c1	-15%	-6	-0.4%	0	-6%	9	-8%	2	1
CN(Cc1ccc(F)cc1)C(=O)c1cc(COc2ccc(F)cc2F)on1	7%	-7	-2.0%	-5	-1%	-12	10%	8	-12
Cc1[nH]c(=O)nc(NN=Cc2ccc(Cl)cc2)c1C(=O)Nc1ccc(Cl)cc1	-4%	-8	/	/	-3%	/	-7%	/	/
CCOCCCNC(=O)Cn1nc(-c2ccc(OC)c(OC)c2)ccc1=O	0%	0	/	/	-5%	/	2%	/	/
Oc1c(C(c2cccs2)N2CCC3(CC2)OCCO3)sc2ncnn12 (centres undefined)	1%	4	0.0%	-4	-4%	-5	0%	2	-1
Cc1ccc(CNC(=O)C(OC(=O)c2cccs2)C(C)C)cc1 (centres undefined)	3%	-2	-0.3%	-4	-1%	15	-3%	4	-9
O=C(CN1C(=O)NC2(CCc3ccccc32)C1=O)Nc1ccc(Br)cc1F (centres undefined)	-20%	2	0.2%	-1	3%	12	1%	1	18
COc1ccc(NC(=O)N2CCN(c3ccc([N+](=O)[O-])cc3)CC2)cc1	2%	-10	-1.9%	-3	1%	-1	9%	4	2
O=C(CSc1nc2ccccc2s1)NNC(=O)Nc1ccc(Cl)c(Cl)c1	0%	-12	-0.6%	-9	1%	-4	-11%	2	3
C=CCNC(=O)c1ccc(Sc2ccc(C)cc2)c([N+](=O)[O-])c1	-6%	-7	2.9%	-6	-1%	11	-1%	1	1
COc1ccc(C(=O)N[C@H](C(=O)Nc2sccc2C(N)=O)C(C)C)cc1	0%	-25	2.1%	-7	0%	2	-1%	3	4
O=S(=O)(NCc1cccnc1)c1ccc(Cl)c(Cl)c1Cl	-1%	6	0.9%	-4	-4%	-7	/	5	-16
COc1ccc(-c2nnc3n2N=C(C)CS3)cc1OC	0%	3	2.9%	7	-3%	6	5%	1	-5
CC(=O)N1CCc2c(sc3c2c(=O)n(Cc2ccccc2)c(=O)n3Cc2ccccc2Cl)C1	-12%	/	2.1%	2	-3%	2	1%	2	10
Nc1nc(-c2ccccc2)c(N=Nc2cccnc2)s1	5%	-18	0.8%	3	-5%	1	-10%	-1	10
O=C(NNC(=O)c1ccccc1F)c1cccc(-n2cccc2)c1	-3%	-18	1.3%	-2	-2%	-4	-20%	1	-13
COc1ccc(NC2=Nc3cccc4cccc2c34)cc1OC	-8%	-14	-0.7%	-8	-2%	-11	-7%	1	-3
CCC(=O)Nc1ccc(C(=O)N/N=C/c2c(C)[nH]c3ccccc23)cc1	-5%	4	-0.3%	-8	0%	-4	-7%	-1	-24
COc1ccc(CCN2CC(O)=C(c3nc(C)cs3)C2=N)cc1OC	0%	18	0.3%	-3	-4%	1	-2%	8	27
CC(C)n1cnnc1SCC(=O)Nc1ccc(N2CCCCC2)cc1	3%	-14	-0.3%	-12	-4%	14	-7%	0	-15
COCc1cc(C)n(CC(=O)Nc2ccc(Cl)cc2Cl)c(=O)c1C#N	-1%	-19	24%	0	-4%	-2	0%	4	-1
O=c1cc(O)n(-c2ccccc2)c(=S)[nH]1	5%	-3	4.0%	-3	-5%	26	0%	1	-10
CC(C)Cn1c(N)c(C(=O)COC(=O)c2ccc(Br)cc2)c(=O)n(C)c1=O	-2%	-39	/	/	-7%	/	-10%	/	/
CC(=O)N1CCN(S(=O)(=O)c2ccc(Cl)cc2F)CC1	2%	-6	4.7%	9	-4%	-8	10%	1	-10
CN(Cc1ccccc1)C(=O)Cn1c(=O)c2cccn2c2cccnc21	0%	4	-1.1%	6	-1%	10	11%	3	-15

As a working copy, some entries already given.
SMILES	Vif-A3G inh	RXFP1 antagonist	RXFP1 agonist	D1 PAM	Glioma ERSR ind	D2 PAM	Vif-A3F inh	D1 agonist	D1 antagonist
COc1cc(NC(=O)c2cccs2)c(OC)cc1NC(=O)CCC(=O)Nc1ccc2ncccc2c1	-15%	-6	-0.4%	0	-6%	9	-8%	2	1
CN(Cc1ccc(F)cc1)C(=O)c1cc(COc2ccc(F)cc2F)on1	7%	-7	-2.0%	-5	-1%	-12	10%	8	-12
Cc1[nH]c(=O)nc(NN=Cc2ccc(Cl)cc2)c1C(=O)Nc1ccc(Cl)cc1	-4%	-8	/	/	-3%	/	-7%	/	/

2 compounds drawn at random from those above, as already listed:
SMILES	Vif-A3G inh	RXFP1 antagonist	RXFP1 agonist	D1 PAM	Glioma ERSR ind	D2 PAM	Vif-A3F inh	D1 agonist	D1 antagonist
CC(C)n1cnnc1SCC(=O)Nc1ccc(N2CCCCC2)cc1	3%	-14	-0.3%	-12	-4%	14	-7%	0	-15
O=S(=O)(NCc1cccnc1)c1ccc(Cl)c(Cl)c1Cl	-1%	6	0.9%	-4	-4%	-7	/	5	-16

Next section.
SMILES	Vif-A3G inh	RXFP1 antagonist	RXFP1 agonist	D1 PAM	Glioma ERSR ind	D2 PAM	Vif-A3F inh	D1 agonist	D1 antagonist
Cc1cc(C)c(OCCCNC2CCCC2)c(Br)c1	-1%	3	-1.9%	-4	-4%	-15	-7%	24	-1
O=C(CCC(=O)N1CCc2ccccc21)Nc1ccccc1	-4%	18	-2.1%	1	-3%	-9	-2%	1	4
COc1cccc(Cn2cnc3c(NS(=O)(=O)c4cccc(Cl)c4Cl)c(C)c(C)cc32)c1	2%	-2	0.4%	-3	-4%	/	-3%	3	8
Cn1c(SCC(=O)N2CCc3ccccc3C2)nnc1-c1cccs1	-1%	-6	4.3%	-4	-5%	-1	-4%	1	3
CCOC(=O)C1CCCN(c2oc(-c3ccc(F)cc3)nc2C#N)C1 (centres undefined)	-1%	0	7.0%	-5	-1%	2	-3%	0	-9
Cc1ccc(CN2C(=O)CCC2C(=O)NCCN2CCN(c3cccc(Cl)c3)CC2)cc1 (centres undefined)	3%	-17	0.4%	-3	-2%	-19	-4%	1	8
COC(=O)c1ccc2c(=O)[nH]c(CSc3nc(C)cs3)nc2c1	-4%	-16	4.5%	-10	4%	0	9%	3	-5
Cc1cccc(N2CCN(C(=O)Nc3cn(CC(C)C)c(=O)c4ccccc34)CC2)c1C	2%	/	4.7%	-2	-4%	-5	6%	2	10
COc1ccccc1N1C(=NC(=O)CCc2ccccc2)SC2CS(=O)(=O)CC21 (centres undefined)	1%	-13	3.3%	0	-2%	-8	1%	1	5
CCN1C(=O)N[C@H](c2ccc(Br)cc2)C(C(C)=O)=C1C	-4%	/	-1.0%	-1	-2%	2	6%	0	4
O=C(Nc1nnc(-c2ccccc2Cl)s1)C1CCN(S(=O)(=O)c2ccc(Cl)cc2)CC1	0%	-10	0.8%	0	1%	7	-2%	0	-1
CCCCCOc1ccc(CSC2=NCCN2)cc1[N+](=O)[O-]	-14%	-9	0.2%	-5	-4%	-7	-9%	43*	-42*
CCc1ccc(-n2c(=O)c3c(C)c(C(=O)N(C)C)sc3n(CC(=O)NCC3CCCO3)c2=O)cc1 (centres undefined)	-1%	-4	-0.5%	1	-3%	-2	13%	2	4
CC(=O)NC12CC3CC(C1)CC(C(=O)Nc1ccc(C)c(S(=O)(=O)N4CCCCCC4)c1)(C3)C2	1%	0	/	/	1%	/	1%	/	/
Cc1cc(=O)oc(C)c1C(=O)N1CCN(Cc2ccc3c(c2)OCO3)CC1	0%	-9	1.6%	-2	-2%	7	-7%	1	9
COc1ccc(/C=C/C(=O)OCC(=O)c2c[nH]c3ccccc23)cc1	-5%	-2	0.0%	-3	-6%	-4	7%	0	5
Cc1ccccc1Nc1ncnc2c1c(-c1ccccc1)cn2-c1ccc(F)cc1	-2%	-18	3.6%	-3	-2%	20	-6%	-3	-34*
O=C(CSc1ncn(-c2ccccc2)n1)N1CCN(c2ccccc2)CC1	-1%	-8	0.1%	5	3%	-9	-2%	2	13
Cc1ccccc1NC(=S)Nc1ccc2cn[nH]c2c1	-3%	-13	0.3%	1	2%	12	2%	-4	-7
CC(C)(C)Nc1nc(NN)nc(NC(C)(C)C)n1	-24%	1	-2.0%	0	?	7	-20%	0	-10
COc1cc(NC(=O)c2ccccc2)c(OC)cc1NC(=O)CN1C(=O)NC2(CCCCC2)C1=O	-10%	6	0.2%	-2	-4%	-3	-1%	1	-2
C=CCN1CC(=O)N2Cc3[nH]c4ccccc4c3C[C@H]2C1=O	1%	1	-1.0%	-4	-5%	1	-5%	3	-10
O=C(CCNS(=O)(=O)c1cccs1)N1CCCCCC1	1%	3	-2.8%	-4	0%	-8	7%	2	-17
COc1ccc(S(=O)(=O)N(Cc2cc3ccc(OC)cc3[nH]c2=O)CC2COCCO2)cc1 (centres undefined)	-6%	-7	-1.9%	-5	2%	24	-6%	0	0
COc1ccc(N2CN=C3SCC(=O)N3C2)cc1	-7%	4	0.2%	-8	3%	-5	-1%	1	4
CCOC(=O)C1CCCC(NS(=O)(=O)c2ccc(NC(C)=O)cc2)C1 (centres undefined)	0%	0	-0.1%	0	-7%	4	1%	2	-3

Only RXFP1 agonist, for 5 of the compounds above:
SMILES | RXFP1 agonist
C=CCN1CC(=O)N2Cc3[nH]c4ccccc4c3C[C@H]2C1=O | -1.0%
O=C(CCNS(=O)(=O)c1cccs1)N1CCCCCC1 | -2.8%
COc1ccc(S(=O)(=O)N(Cc2cc3ccc(OC)cc3[nH]c2=O)CC2COCCO2)cc1 (centres undefined) | -1.9%
COc1ccc(N2CN=C3SCC(=O)N3C2)cc1 | 0.2%
CCOC(=O)C1CCCC(NS(=O)(=O)c2ccc(NC(C)=O)cc2)C1 (centres undefined) | -0.1%
